Rac1 GTP hydrolysis: MgcRacGAP GTPase-activating activity inhibitors, confirmation, biochemical, ADP Hunter fluorescence | Rac GTPase-activating protein 1 (Homo sapiens) | MgcRacGAP-stimulated Rac1 GTP hydrolysis, ADP Hunter fluorescence; higher % means a stronger effect; GST-tagged Rac1 F28L mutant substrate | one-dose inhibition, % at 30 µM; IC50 in µM for titrated hits | actives 0.6% (n = 340,000) | AID 624330, 2012;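 active = first-screen hits whose inhibition reached a set limit at any dose in the follow-up dose series; inconclusive = inhibition above the set first-screen limit but never retested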;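 note: fluorescence reports GDP produced by GAP-driven GTP hydrolysis; strong numbers were not always called active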
LYP phosphatase: inhibitors of LYP phosphatase, biochemical, fluorescence intensity, uHTS (AID 1779); recombinant LYP phosphatase, fluorescence intensity; higher % means a stronger effect; one-dose inhibition, % at 11.5 µM; IC50 in µM for titrated hits; Tyrosine-protein phosphatase non-receptor type 22 (Homo sapiens); actives 0.054% (n = 290,000); in the data active = inhibition above about 50%;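 note: plate controls were vehicle with enzyme for no effect and no enzyme for full effect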
HIV fusion peptide: inhibitors of HIV fusion peptide binding, primary screen, biochemical, uHTS, fluorescence dequenching (AID 1986) | cell-free peptide binding, fluorescence dequenching, 30 min; higher % means a stronger effect | inhibition, % at 20 µM, or IC50 in µM where a hit was titrated | actives 0.3% (n = 290,000); in the data active = inhibition mostly above about 52%, no sharp cut-off; inactive = mostly below about 76%; note: some results filed as inactive read as strong as hits
AID2073: inhibitors of Mint1-CaV2.2 protein interaction, biochemical, HTRF (AID 2073) | Voltage-dependent N-type calcium channel subunit alpha-1B (Homo sapiens) | HTRF protein-protein interaction, Mint1-CaV2.2; higher % means a stronger effect | one-dose inhibition, % at 20 µM; IC50 in µM for titrated hits | actives 0.19% (n = 290,000); in the data active = inhibition mostly above about 51%, no sharp cut-off; inconclusive = no clear call, values can overlap the other calls; inactive = mostly below about 53%; note: some results filed as inactive read as strong as hits
SIAH1 antagonists: Siah-1 peptide-binding antagonists, primary screen, biochemical, fluorescence polarization, rhodamine-plectin, uHTS (AID 1817) | Siah-1 / rhodamine-plectin peptide fluorescence polarization; higher % means a stronger effect | E3 ubiquitin-protein ligase SIAH1 (Homo sapiens) | one-dose displacement, % at 20 µM; IC50 in µM for titrated hits | actives 0.02% (n = 290,000);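 active = displacement of at least 50% at 20 µM, with a fluorescence ratio check between 0.3 and a set limit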;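 note: plate controls were Siah plus tracer with DMSO for no effect and tracer alone without Siah for full effect; strong numbers were not always called active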
RSV CPE inhibition: RSV antiviral activity via CPE protection, HEp-2 cells, primary 10 µM value included (AID 2391). HEp-2 cells, RSV-induced CPE inhibition; higher % means a stronger effect. CPE inhibition, % at 10 µM; hits with a dose series show IC50 in µM. actives 0.13% (n = 310,000); in the data active = a potency from the dose series; inconclusive = CPE inhibition mostly from about 23% at the one dose, without a potency; inactive = the rest, 99 in 100 with CPE inhibition below about 21%; note: strong numbers were not always called active
Large T inhibition: SV40 large T antigen inhibitors, biochemical (AID 1903). SV40 large T antigen ATPase/helicase inhibition assay; higher % means a stronger effect. inhibition, % at 20 µM, or IC50 in µM where a hit was titrated. actives 0.39% (n = 310,000); in the data active = a potency from the dose series; inconclusive = inhibition mostly from about 32% at the one dose, without a potency; inactive = the rest, 99 in 100 with inhibition below about 32%; note: strong numbers were not always called active
XIAP antagonists: XIAP antagonists, biochemical, IAP family, fluorescence polarization (AID 1018); E3 ubiquitin-protein ligase XIAP (Homo sapiens); XIAP BIR domain, fluorescence polarization peptide displacement; higher % means a stronger effect; displacement, % at 20 µM, or IC50 in µM where a hit was titrated; actives 0.007% (n = 200,000); in the data active = displacement above about 50%; note: a part of the inactive calls stands beside numbers as strong as those of hits
Dengue-2 NS5 capping: Dengue-2 NS5 methyltransferase inhibitors, primary screen, biochemical, confirmation dose response (AID 588689); Genome polyprotein (Dengue virus type 2 (strain 16681-PDK53)); Dengue-2 NS5 methyltransferase capping enzyme assay, biochemical; higher % means a stronger effect; one-dose inhibition, % at 25 µM; IC50 in µM for titrated hits; actives 0.3% (n = 340,000); in the data active = a potency from the dose series; inconclusive = inhibition above about 29% without an active follow-up result
Active calls of the source: *; ? = inconclusive; · = no result given.

The opening six compounds, ahead of the listing:
SIAH1 antagonists	AID2073	Rac1 GTP hydrolysis	Large T inhibition	HIV fusion peptide	XIAP antagonists	LYP phosphatase	Dengue-2 NS5 capping	RSV CPE inhibition	canonical_smiles
4.6%	14.0%	4.1%	21.6%	0.0%	-4.6%	-1.4%	-2.2%	7.8%	C=CCNC(=O)CC1Nc2c3ccccc3nc(=S)n2C1=O (configuration not stated)
-0.8%	31.8%	3.4%	11.4%	-2.3%	·	1.5%	-4.4%	5.2%	Cc1ccc2oc(C(=O)N(Cc3ccc(N(C)C)cc3)CC3CCCO3)c(C)c2c1 (configuration not stated)
-2.3%	5.2%	4.2%	1.5%	6.3%	-2.3%	-1.6%	-2.0%	18.4%	Cn1c(NCc2ccco2)nc2c1c(=O)n(Cc1ccc(Cl)c(Cl)c1)c(=O)n2C
-4.9%	1.3%	5.7%	5.4%	-1.2%	-3.3%	-4.5%	7.3%	0.8%	Cc1ccc(/C=C/C(=O)N2CCCC(C)C2)cc1 (configuration not stated)
-5.1%	6.0%	12.4%	8.2%	1.1%	-6.6%	-13.0%	2.9%	-0.8%	CN(CCN1CCOCC1)Cc1nc(-c2ccc3c(c2)OCO3)no1
-2.7%	21.2%	4.8%	1.5%	-1.6%	-6.0%	-8.0%	5.9%	1.8%	O=C(Oc1c(Br)cc(Br)c2cccnc12)N1CCCCC1

Results, from the start:
SIAH1 antagonists	AID2073	Rac1 GTP hydrolysis	Large T inhibition	HIV fusion peptide	XIAP antagonists	LYP phosphatase	Dengue-2 NS5 capping	RSV CPE inhibition	canonical_smiles
4.6%	14.0%	4.1%	21.6%	0.0%	-4.6%	-1.4%	-2.2%	7.8%	C=CCNC(=O)CC1Nc2c3ccccc3nc(=S)n2C1=O (configuration not stated)
-0.8%	31.8%	3.4%	11.4%	-2.3%	·	1.5%	-4.4%	5.2%	Cc1ccc2oc(C(=O)N(Cc3ccc(N(C)C)cc3)CC3CCCO3)c(C)c2c1 (configuration not stated)
-2.3%	5.2%	4.2%	1.5%	6.3%	-2.3%	-1.6%	-2.0%	18.4%	Cn1c(NCc2ccco2)nc2c1c(=O)n(Cc1ccc(Cl)c(Cl)c1)c(=O)n2C
-4.9%	1.3%	5.7%	5.4%	-1.2%	-3.3%	-4.5%	7.3%	0.8%	Cc1ccc(/C=C/C(=O)N2CCCC(C)C2)cc1 (configuration not stated)
-5.1%	6.0%	12.4%	8.2%	1.1%	-6.6%	-13.0%	2.9%	-0.8%	CN(CCN1CCOCC1)Cc1nc(-c2ccc3c(c2)OCO3)no1
-2.7%	21.2%	4.8%	1.5%	-1.6%	-6.0%	-8.0%	5.9%	1.8%	O=C(Oc1c(Br)cc(Br)c2cccnc12)N1CCCCC1
-0.3%	22.6%	-1.4%	4.0%	0.4%	-2.2%	-1.4%	-13.2%	2.2%	N#Cc1ccccc1NC(=O)CSC1=Nc2ccccc2C2CC=NN12 (configuration not stated)
7.0%	-10.6%	9.1%	12.7%	-0.1%	-0.6%	-6.1%	-5.4%	2.9%	COc1ccc(CNC(=O)C2(c3ccc(Cl)cc3)CC2)cc1
-1.0%	-2.0%	0.5%	2.8%	-0.2%	-3.0%	-2.4%	-0.8%	6.4%	CC(=O)Nc1ccc(N(C)C)cc1[N+](=O)[O-]
0.7%	-2.6%	11.2%	10.9%	12.2%	-1.6%	2.6%	-3.6%	0.1%	COc1cc(/C=N/NS(=O)(=O)c2ccc(C)cc2)ccc1OCc1ccc(C(=O)O)cc1
5.0%	-1.4%	2.0%	22.3%	-2.5%	-0.9%	-3.3%	0.7%	2.8%	COc1ccc(/C=N/NC(=O)CSc2ccccc2)cc1OC
5.4%	9.8%	7.2%	7.5%	0.0%	-8.0%	5.0%	1.4%	12.8%	COc1ccc(CCNc2cc(C)nc3c(-c4ccccc4)c(C)nn23)cc1OC
-1.7%	19.2%	6.9%	2.1%	2.1%	-4.6%	14.4%	-9.7%	6.6%	COc1ccc(Nc2ncc(C(=O)N3CCN(c4ccccc4OC)CC3)c3ccccc23)cc1
2.5%	-3.6%	7.3%	2.9%	2.2%	-0.4%	-4.3%	0.0%	-0.4%	O=C(CSc1ncccn1)N/N=C/c1cccc([N+](=O)[O-])c1
3.2%	-4.9%	5.8%	6.0%	0.5%	-4.5%	-3.8%	·	2.6%	O=C(C1CC1)N1CCN(c2ccnc3cc(Cl)ccc23)CC1
-4.3%	-4.7%	-3.1%	1.1%	-2.6%	-4.0%	-3.0%	-7.3%	-0.5%	Cc1ccc(-c2c(C(=O)N3CCOCC3)oc(=O)c3ccccc23)cc1
5.2%	31.8%	6.8%	19.3%	9.6%	-1.8%	4.7%	5.2%	2.9%	COc1cc(/C=C/C(=O)OCC(=O)Nc2sc3c(c2C#N)CCC(C)C3)ccc1OCC#N (configuration not stated)
-3.2%	4.3%	11.0%	0.1%	-2.0%	·	-3.7%	0.0%	1.7%	Cc1cc(C)cc(NS(=O)(=O)c2c(C(=O)N3CCCCCC3)c(C)n(C)c2C)c1
-5.5%	-8.8%	-4.0%	6.2%	0.0%	·	-7.5%	-59.3%	-1.2%	O=C(c1ccc(S(=O)(=O)N2CCOCC2)cc1)N(c1ccccn1)C1CCCCC1
-4.7%	43.7%	14.2%	15.2%	-2.3%	-1.5%	-1.9%	-0.7%	6.3%	CC(C)n1c(SCC(=O)Nc2ccccc2N2CCCCC2)nc2c1c(=O)n(C)c(=O)n2C
5.5%	10.6%	2.3%	11.4%	-0.5%	·	-6.3%	-4.2%	0.9%	C=CC1CN(CC(=O)OC)S(=O)(=O)c2ccccc21 (configuration not stated)
2.9%	6.5%	9.4%	4.2%	-1.2%	-3.0%	2.0%	-4.8%	-0.2%	CCCc1cc(-c2n[nH]c(=S)n2Cc2ccccc2)cs1
-3.4%	17.2%	1.6%	24.9%	-0.5%	-4.4%	-4.3%	-4.5%	8.7%	Cc1nc(Nc2cccc(C(C)O)c2)c2nnn(Cc3ccc(F)cc3)c2n1 (configuration not stated)
-8.7%	14.9%	10.3%	10.4%	-0.9%	-2.0%	-7.5%	-0.7%	1.3%	CC1(C)CC(=O)C=C(NNC(=O)c2ccccc2)C1
·	·	-2.5%	13.3%	·	·	·	-7.2%	7.5%	CC(C)CC1Nc2ncnc(N3CCN(c4ccccn4)CC3)c2N(Cc2ccc(Br)cc2)C1=O (configuration not stated)
-0.1%	-3.0%	5.8%	6.9%	3.7%	-8.3%	-9.9%	-7.1%	-0.1%	CC(=O)c1nnn(-c2ccc([N+](=O)[O-])cc2)c1C
3.8%	4.0%	8.1%	7.7%	-0.9%	·	-4.0%	-0.6%	0.3%	COc1ccc(C(=O)Nc2c(N)nc(SCC(=O)NCC3CCCO3)[nH]c2=O)cc1OC (configuration not stated)
-5.2%	8.7%	5.7%	2.2%	1.1%	-5.5%	-0.2%	2.4%	1.3%	CC(C)(C)c1ccc(OCCC(=O)NC2=NCCS2)cc1
-2.0%	2.0%	4.4%	-0.2%	-1.4%	-2.1%	-2.7%	0.0%	-0.9%	CCN(CC)CCn1nc(C)nc1-c1ccccc1O
1.1%	8.2%	8.5%	19.8%	-0.7%	-2.3%	-7.2%	-2.3%	-0.8%	N=C1C(c2ccccc2)=C(O)CN1c1cccc2ccccc12
-0.5%	13.5%	1.7%	-1.2%	2.6%	-5.0%	6.6%	·	1.0%	CC(C)[C@H](NC(=O)c1ccc(F)cc1)C(=O)OCC(=O)NC(=O)c1cccn1C
0.1%	19.5%	1.0%	9.0%	3.6%	-13.9%	-6.2%	·	6.3%	O=C(Cn1cnc2c(nnn2Cc2ccc(F)cc2)c1=O)Nc1cccc(F)c1
0.4%	46.7%	3.1%	3.2%	0.5%	-7.5%	-4.6%	0.0%	1.4%	Cc1c(NS(=O)(=O)c2ccc(Br)s2)c(=O)n(-c2ccccc2)n1C
-1.7%	-2.5%	0.8%	1.8%	0.5%	·	-6.0%	-9.1%	1.2%	O=C(NN1CCOCC1)c1cccc(Cl)c1
-5.0%	31.8%	6.2%	1.0%	0.8%	-2.5%	4.2%	-0.7%	8.5%	Cc1nc2c(-c3ccc(F)cc3)c(C)nn2c(C)c1CCC(=O)N1CCC(Cc2ccccc2)CC1
0.8%	3.6%	8.5%	5.8%	-3.3%	·	-5.8%	0.9%	2.1%	CCOc1ccc(OCC)c(NC(=O)CCNS(=O)(=O)c2cc(Br)cnc2N)c1
-0.3%	0.2%	6.2%	15.6%	20.5%	-1.0%	-5.0%	2.4%	0.5%	CC(C)SCc1nc2ccccc2[nH]1
-3.0%	-10.1%	231µM*	5.5%	-0.6%	-6.9%	-5.9%	-15.1%	0.5%	CC1CC(C)CN(CC(=O)NC(c2ccccc2)c2ccccc2)C1 (configuration not stated)
-3.0%	-9.9%	6.8%	·	-0.5%	·	-8.7%	-1.3%	·	CC(=O)N/C(=N\c1nc(C)cc(C)n1)Nc1ccccc1Cl
·	·	10.2%	4.0%	·	·	·	-3.1%	0.0%	COC(=O)c1sccc1NC(=O)c1ccccc1C(=O)O
-1.3%	?	1.2%	6.4%	2.0%	-4.8%	-5.1%	-4.6%	-0.5%	CC(=O)c1cccc(NC(=O)C(NC(C)C)c2ccccc2)c1 (configuration not stated)
-1.2%	-11.4%	5.0%	14.3%	-0.8%	0.4%	-7.6%	9.1%	1.8%	NC(=O)C1CC(=O)N(c2ccc(OCc3c(Cl)cccc3Cl)cc2)C1 (configuration not stated)
-6.9%	9.1%	-0.2%	-0.7%	0.6%	·	2.4%	-10.0%	2.2%	CCN(CC)c1ccc(C=NCCNS(=O)(=O)c2ccc(C)cc2)cc1
-0.3%	-12.7%	-2.9%	10.3%	-0.6%	·	-8.2%	-1.3%	2.1%	COc1ccc(NC(=S)N2CCN(S(=O)(=O)c3ccc(F)cc3)CC2)cc1
1.3%	2.0%	1.1%	-1.9%	1.5%	·	-4.6%	-2.6%	3.5%	Cc1cc(CNC(=O)c2cccc(OC3CCN(S(=O)(=O)N(C)C)CC3)c2)on1
-2.8%	2.2%	·	7.8%	1.3%	·	-8.7%	-10.5%	-1.2%	O=C(/C=C/c1cccc(F)c1)NCCCn1ccnc1
0.5%	-3.5%	11.3%	0.1%	0.6%	2.8%	-10.4%	3.2%	0.2%	CC1CCN(C(=O)N[C@@H](Cc2ccccc2)C(=O)O)CC1
-2.7%	8.6%	9.6%	5.9%	8.1%	-3.8%	1.9%	1.6%	0.5%	COc1ccc(-c2nnc3sc(-c4ccco4)nn23)cc1OC
-3.5%	8.7%	6.7%	5.7%	1.6%	·	-9.0%	8.0%	0.8%	NS(=O)(=O)c1cccc(NC(=O)CC2(CC(=O)O)CCCC2)c1
1.2%	25.6%	3.5%	15.5%	-0.5%	·	-8.3%	0.7%	4.8%	COc1ccccc1NC(=O)c1sc2nc(N3CCOCC3)c3c(c2c1N)CCCC3
